mcGAS RapidFire = inhibitors of Mus musculus cyclic GMP-AMP synthase, initial high-throughput assay, cell-free, RapidFire MS | recombinant mouse cGAS, cGAMP by RapidFire MS | 130,000 tested, 0.18% active | inhibition, % at 12.5 µM;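 active = inhibition of cGAS enzyme activity at or above 60%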;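 also: enzyme stimulated by 45 bp dsDNA with ATP and GTP substrates; cGAMP share of summed cGAMP plus half ATP and half GTP signals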
Target sequence (Q8C6L5 whole entry, looked up): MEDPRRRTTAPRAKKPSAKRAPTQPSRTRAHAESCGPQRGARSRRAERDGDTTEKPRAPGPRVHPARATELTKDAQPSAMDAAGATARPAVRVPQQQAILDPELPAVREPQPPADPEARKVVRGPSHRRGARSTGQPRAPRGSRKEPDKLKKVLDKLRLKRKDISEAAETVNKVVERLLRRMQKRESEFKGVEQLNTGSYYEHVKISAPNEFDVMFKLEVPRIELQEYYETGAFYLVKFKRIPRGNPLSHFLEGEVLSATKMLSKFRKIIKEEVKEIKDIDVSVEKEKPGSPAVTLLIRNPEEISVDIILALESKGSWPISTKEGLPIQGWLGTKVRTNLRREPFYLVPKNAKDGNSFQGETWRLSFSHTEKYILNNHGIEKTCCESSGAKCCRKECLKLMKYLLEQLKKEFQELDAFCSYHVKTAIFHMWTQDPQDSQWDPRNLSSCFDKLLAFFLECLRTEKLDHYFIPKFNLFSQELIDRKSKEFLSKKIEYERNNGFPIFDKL
An asterisk follows results filed as active; & = joins results of further samples. An excerpt (hit frequency here may not be typical).

Results for O=c1c2cnc3nc(-c4ccncc4)nn3c2ccn1Cc1ccc(Cl)cc1 ?
mcGAS RapidFire: -4.2

Results for COc1ccc(C(=O)NCc2cccnc2N(C)C2CCCCC2)o1 ?
mcGAS RapidFire: 2.0

What do the screens show for `O=C(CN1CCN(C(=O)Nc2ccc(F)cc2)CC1)N1CCCC1`?
mcGAS RapidFire: -3.9

How did COc1ccccc1NC(=O)c1cnn(-c2nc(C)cc(=O)[nH]2)c1C do in these assays?
mcGAS RapidFire: 4.4

How did CCOC(=O)C1CCN(Cc2cc(Cl)c3ccccc3c2O)CC1 do in these assays?
mcGAS RapidFire: -4.9

Results for CN(Cc1ncc[nH]1)C(=O)C1=NNC(=O)CC1 ?
mcGAS RapidFire: -26.4

What do the screens show for `CN1CCN(C2=Nc3ccccc3Oc3ccc(Cl)cc32)CC1`?
mcGAS RapidFire: -15.5&-2.5&2.7

What do the screens show for `Cc1cc(C)c(S(=O)(=O)NC2CCCCC2C)c(C)c1Br` (centres undefined)?
mcGAS RapidFire: 10.7

How did Cn1ccnc1C(Nc1ncnc2c1cnn2-c1ccc(F)cc1)c1ccccc1 (centres undefined) do in these assays?
mcGAS RapidFire: -3.1

What do the screens show for `CC(C)c1ccc(C(=O)NCc2ccccc2CS(=O)(=O)N2CCOCC2)cc1`?
mcGAS RapidFire: 0.3

What do the screens show for `CCOC(=O)Cn1c2ccccc2n2nc(C)c(=O)nc12`?
mcGAS RapidFire: 5.2

What do the screens show for `CC1(C)CC2(C)N(CC(=O)N2Nc2ccc(-c3cccs3)nn2)C(=S)N1` (centres undefined)?
mcGAS RapidFire: -5.5

Results for CN(Cc1ccc(-n2cccn2)cc1)S(=O)(=O)c1cccs1 ?
mcGAS RapidFire: -2.9

Results for CCn1nc(C(=O)NNC(=O)Cc2c(F)cccc2Cl)c2ccccc2c1=O ?
mcGAS RapidFire: -4.4

Results for Cc1csc2nc(CSc3nc4ccccc4[nH]3)cn12 ?
mcGAS RapidFire: -3.2

Grouped by structure: the entries above containing an aryl methoxy group (2)
Results for COc1ccc(C(=O)NCc2cccnc2N(C)C2CCCCC2)o1 ?
mcGAS RapidFire: 2.0

How did COc1ccccc1NC(=O)c1cnn(-c2nc(C)cc(=O)[nH]2)c1C do in these assays?
mcGAS RapidFire: 4.4

Additional compounds
Results for Cc1ccsc1C(=O)N1CCCC(C(=O)c2cccc(OC(C)C)c2)C1 (centres undefined) ?
mcGAS RapidFire: -7.2

What do the screens show for `Cc1nc2n(n1)C(=O)C(C(c1cccc(F)c1)N1CC(C)CC(C)C1)S2` (centres undefined)?
mcGAS RapidFire: -7.6

Results for COc1cccc(C2=NC(=Cc3cccc(C#N)c3)C(=O)O2)c1 ?
mcGAS RapidFire: -32.0

Results for O=C1c2cccc3cccc(c23)C(=O)N1Cc1ccco1 ?
mcGAS RapidFire: -4.6

How did Cc1cc2oc(=O)cc(CSc3nn4c(=O)c(C(C)(C)C)nnc4s3)c2cc1C do in these assays?
mcGAS RapidFire: 1.8

Results for CN1C[C@@H](N)C[C@H]1C(=O)NCC1(N2CCOCC2)CCCCC1 ?
mcGAS RapidFire: -9.3

How did COc1nc2ccccc2cc1-c1cc(C)ccc1OCC(N)=O do in these assays?
mcGAS RapidFire: -20.7

What do the screens show for `CN(CCC1CCOCC1)C(=O)c1cn(Cc2ccccc2F)nn1`?
mcGAS RapidFire: 4.4

Results for COC(=O)c1ccc(F)c(S(=O)(=O)N(C)Cc2cccnc2)c1 ?
mcGAS RapidFire: -4.6

Results for N#CC1=C(c2ccccc2)C(O)(c2ccccc2)NC1=O (centres undefined) ?
mcGAS RapidFire: -1.5

Results for O=C(OCCc1ccc(F)cc1)C1CCCN(C(=O)C2CC2)C1 (centres undefined) ?
mcGAS RapidFire: -1.4

How did Cc1cc(C)nc(N2CC3ON=C(c4ccccc4)C3C2)n1 (centres undefined) do in these assays?
mcGAS RapidFire: -1.2

What do the screens show for `CCCCCn1c(SCc2ccccn2)nc2cc(C(=O)N3CCCC3)ccc2c1=O`?
mcGAS RapidFire: -16.0

What do the screens show for `O=C(c1ccc(Br)cc1)N1CCC(C(=O)N2CCCCCC2)CC1`?
mcGAS RapidFire: -14.5

Results for CNC(=O)C(C)S(=O)(=O)Cc1ccn(-c2cccc(F)c2)n1 (centres undefined) ?
mcGAS RapidFire: -10.3

How did CC(=O)Nc1cccc(-n2c(C)nnc2SCc2ccccc2C#N)c1 do in these assays?
mcGAS RapidFire: -7.7

How did CCOc1ccccc1-c1cc(NC)ncn1 do in these assays?
mcGAS RapidFire: -10.1

What do the screens show for `Cc1cccc(CSc2nnc(Cn3c(=O)sc4ccccc43)n2C)c1`?
mcGAS RapidFire: 2.3

What do the screens show for `CCc1ccccc1NC(=O)NCCOc1cc(N2CCN(C)CC2)ncn1`?
mcGAS RapidFire: -0.7

How did Fc1cccc(F)c1CN1CCCn2cccc2C1c1ccccc1Cl (centres undefined) do in these assays?
mcGAS RapidFire: -6.3

How did CC(C)CN1CC(c2ncc(-c3cccnc3)[nH]2)CC1=O (centres undefined) do in these assays?
mcGAS RapidFire: 5.7

Results for CCCC(NC(=O)c1cccc(-n2cnnc2)c1)c1ccccc1 (centres undefined) ?
mcGAS RapidFire: -1.5

What do the screens show for `CCCCCCCCn1c(O)c(C=NC2CCS(=O)(=O)C2)c(=O)[nH]c1=S` (centres undefined)?
mcGAS RapidFire: -2.9

Results for CN(CCn1cccn1)c1cc(C#N)c2ccccc2n1 ?
mcGAS RapidFire: -6.0

How did Cc1ccc(CN(C)C(=O)c2cc(COc3ccc(-n4cncn4)cc3)on2)o1 do in these assays?
mcGAS RapidFire: -5.8

What do the screens show for `CCOC(=O)C1=CS/C(=C2/C(=S)C(C)(C)Nc3c(OCC)cccc32)S1`?
mcGAS RapidFire: -10.2

What do the screens show for `COc1ccccc1N1CCN(Cc2ncccc2C(=O)O)CC1`?
mcGAS RapidFire: -21.0

What do the screens show for `CCOc1ncccc1CNC(=O)c1nn(-c2ccc(C)cc2C)nc1C`?
mcGAS RapidFire: 14.3

How did O=S1(=O)CCN2C(=N1)Sc1cc(Cl)ccc12 do in these assays?
mcGAS RapidFire: -4.2

Results for COc1cc(Cl)c(S(=O)(=O)NCCCn2ccnc2)cc1Cl ?
mcGAS RapidFire: 0.6

By substructure: the entries above containing a furan ring, fused or not
Results for COc1ccc(C(=O)NCc2cccnc2N(C)C2CCCCC2)o1 ?
mcGAS RapidFire: 2.0

Results for O=C1c2cccc3cccc(c23)C(=O)N1Cc1ccco1 ?
mcGAS RapidFire: -4.6

How did Cc1ccc(CN(C)C(=O)c2cc(COc3ccc(-n4cncn4)cc3)on2)o1 do in these assays?
mcGAS RapidFire: -5.8

Continuation:
What do the screens show for `Cc1cc(C)cc(N2CCCn3c2nc2c3c(=O)n(Cc3cc(C)ccc3C)c(=O)n2C)c1`?
mcGAS RapidFire: -4.4

How did CCN(C(=O)C1CCN(c2ccc(C(F)(F)F)cn2)CC1)c1ccccc1Cl do in these assays?
mcGAS RapidFire: -19.4

Results for C=CCn1c(N2CCN(CCc3ccccc3)CC2)nc2c1c(=O)[nH]c(=O)n2C ?
mcGAS RapidFire: -3.8

Results for COc1ccc(Nc2nc(N)c([N+](=O)[O-])c(NCCO)n2)cc1 ?
mcGAS RapidFire: -5.8

How did CCSc1nnc(NC(=O)CSc2nnc(CNC(=O)Cc3ccccc3)n2-c2c(CC)cccc2CC)s1 do in these assays?
mcGAS RapidFire: -2.1

Results for Cn1c(=O)c2c(nc(N3CCC(Cc4ccccc4)CC3)n2CCSc2ncccn2)n(C)c1=O ?
mcGAS RapidFire: 2.2

How did CC1CCN(c2nc3c(c(=O)n(C)c(=O)n3C)n2CCSc2nc3ccccc3s2)CC1 do in these assays?
mcGAS RapidFire: -5.3

Results for O=c1[nH]ncc(Sc2ncccn2)c1Cl ?
mcGAS RapidFire: -29.0

What do the screens show for `Cc1ccc2cc(C(=O)N3CCCN(CC(N)=O)CC3)c(C)nc2c1`?
mcGAS RapidFire: -1.1

What do the screens show for `CC1CCc2c(sc(N)c2C(=O)OC(C)C)C1` (centres undefined)?
mcGAS RapidFire: -8.8

How did COc1cccc2c1OC(=O)C1C3CC(C4Sc5[nH]c(=O)sc5C2C34)C1C(=O)O (centres undefined) do in these assays?
mcGAS RapidFire: 7.0

How did CCOC(=O)C1(C)CCCCCN1C(=O)c1ccccc1OC (centres undefined) do in these assays?
mcGAS RapidFire: 4.5

How did c1ccc(C2CCCN(Cc3cc4n(n3)CCNC4)CC2)cc1 (centres undefined) do in these assays?
mcGAS RapidFire: -10.5

Results for Cc1ccc(C(OC(=O)c2ccc(C#N)cc2)C(F)(F)F)cc1 (centres undefined) ?
mcGAS RapidFire: -3.2

What do the screens show for `CC(C)CN1CCC(C(=O)NCC2CCN(c3ccc(Cl)cc3)C2)CC1` (centres undefined)?
mcGAS RapidFire: -3.2

Arranged by SMILES length (descending): part of the list above.
Results for Cn1c(=O)c2c(nc(N3CCC(Cc4ccccc4)CC3)n2CCSc2ncccn2)n(C)c1=O ?
mcGAS RapidFire: 2.2

What do the screens show for `CC(C)CN1CCC(C(=O)NCC2CCN(c3ccc(Cl)cc3)C2)CC1` (centres undefined)?
mcGAS RapidFire: -3.2

How did CCOC(=O)C1(C)CCCCCN1C(=O)c1ccccc1OC (centres undefined) do in these assays?
mcGAS RapidFire: 4.5

Results for O=c1[nH]ncc(Sc2ncccn2)c1Cl ?
mcGAS RapidFire: -29.0

(next part)
Results for CCCCCCCCCCCCCCCC[n+]1ccccc1 ?
mcGAS RapidFire: 0.8&4.5

How did NC(=O)c1cccc(COc2cc(Cl)cc(Cl)c2)c1 do in these assays?
mcGAS RapidFire: 4.8

What do the screens show for `Cc1nn(C)c(Cl)c1S(=O)(=O)N[C@@H]1CC[C@@H](N)C1`?
mcGAS RapidFire: -8.7

Results for O=c1c(-c2ccccc2)[n+]([O-])c2ccccc2n1OCc1ccc(Br)cc1 ?
mcGAS RapidFire: -9.3

Results for CC1(NC(=O)CSc2nc3c(Cl)cc(Cl)cc3[nH]2)CCS(=O)(=O)C1 (centres undefined) ?
mcGAS RapidFire: 0.3

What do the screens show for `NS(=O)(=O)c1ccc(Br)s1`?
mcGAS RapidFire: -8.1

How did CN1CC(=O)N2C[C@@H](NC(=O)[C@@H]3Cc4ccccc4N3)C[C@H]2C1=O do in these assays?
mcGAS RapidFire: 10.5

Results for CCn1cncc1CNC(=O)[C@H]1C[C@@](C)(C(=O)O)N(C)[C@H]1c1ccccc1 ?
mcGAS RapidFire: -14.0

Results for COc1ccc(Cl)cc1C1(CNc2ncccn2)CCOCC1 ?
mcGAS RapidFire: 2.8

What do the screens show for `CCN1C(=O)/C(=C/N(C(C)=O)c2ccccc2)SC1=S`?
mcGAS RapidFire: -4.2

What do the screens show for `CNC(=S)N1CCN(c2ncccn2)CC1`?
mcGAS RapidFire: 1.3

Results for Cc1nn(C)c(C)c1C(C)NC(=O)c1cc(-n2cccn2)ccc1Cl (centres undefined) ?
mcGAS RapidFire: -5.3

How did CC(Sc1nnc(N)s1)C(=O)NC1CCCCC1C (centres undefined) do in these assays?
mcGAS RapidFire: 3.5

Results for CCC(CC)NCC(c1ccccn1)N1CCOCC1 (centres undefined) ?
mcGAS RapidFire: -18.4

Results for CCCn1cnc(NC(=O)NCCC2CCCCCC2)n1 ?
mcGAS RapidFire: -25.2

Results for CCCn1cnnc1CNC(=O)c1oc2cc(OC)ccc2c1C ?
mcGAS RapidFire: -11.5

How did OCc1ccc(-c2nccn2CCc2cnn(-c3ccccc3)c2)o1 do in these assays?
mcGAS RapidFire: 17.2

Results for Cc1ccc2c(c1)c1c3n2CCN(C(=O)c2ccc([N+](=O)[O-])cc2)C3CCC1 (centres undefined) ?
mcGAS RapidFire: -54.9

What do the screens show for `CC(Nc1ccc(-c2nccn2C)nn1)c1ccccc1` (centres undefined)?
mcGAS RapidFire: -25.8

How did O=C1NC(=O)C2CCCCC12 (centres undefined) do in these assays?
mcGAS RapidFire: -21.3

What do the screens show for `COc1cccc(OC)c1OCc1nc(-c2ccccn2)no1`?
mcGAS RapidFire: -24.1

What do the screens show for `COCCN(CC(F)F)S(=O)(=O)c1ccc(Cl)cc1C#N`?
mcGAS RapidFire: -42.6

Results for CNC(=O)c1ccccc1NC(=O)c1ccc2c(c1)CCCC2 ?
mcGAS RapidFire: -3.6

How did C=CCN1C(=O)C(O)(c2cnc(N)s2)c2ccccc21 (centres undefined) do in these assays?
mcGAS RapidFire: 0.1

How did Cc1cnc(N(C)CC(O)CO)nc1N(C)C (centres undefined) do in these assays?
mcGAS RapidFire: -6.7

Results for CC(C)CCn1c(CN(C)C2CCOC2)cnc1S(=O)(=O)C(C)C (centres undefined) ?
mcGAS RapidFire: -4.3

How did CNC(=O)C(C)CN(C)C(=O)Nc1ccc(NC(=O)c2ccco2)cc1 (centres undefined) do in these assays?
mcGAS RapidFire: -4.8

Results for Fc1ccc(NN=Cc2ccccn2)c(F)c1 ?
mcGAS RapidFire: -11.8

How did Cc1ccc(-n2c(=O)[nH]c3c(C(=O)NCCCc4ccccc4)cn(C)c3c2=O)cc1 do in these assays?
mcGAS RapidFire: -30.4

Results for CC(=O)SCC(Cc1ccccc1)C(=O)NCC(=O)OCc1ccccc1 (centres undefined) ?
mcGAS RapidFire: -6.5&0.9

Results for O=C(CSc1nnc(Cc2cccs2)n1C1CC1)N1CCOC1=O ?
mcGAS RapidFire: 1.3

What do the screens show for `CC/C(=C(\c1ccccc1)c1ccc(OCCN(C)C)cc1)c1ccccc1`?
mcGAS RapidFire: -4.9&3.0

How did O=C(Cn1cncn1)N1CCCc2cc(Br)cc(F)c21 do in these assays?
mcGAS RapidFire: -10.1

Results for O=C1c2ccccc2NC2(CCN(Cc3cccc(F)c3)CC2)N1OCc1ccccc1 ?
mcGAS RapidFire: -4.8

What do the screens show for `CN(CCOc1ccccc1F)Cc1cc(=O)n2cc(Cl)ccc2n1`?
mcGAS RapidFire: -2.6

What do the screens show for `O=C1CC(Nc2ccc(N3CCOCC3)cc2)C(=O)N1c1ccccc1Cl` (centres undefined)?
mcGAS RapidFire: -3.6

Results for COc1ccc(Cl)c2sc(N(Cc3cccnc3)C(=O)c3ccc(S(C)(=O)=O)cc3)nc12 ?
mcGAS RapidFire: -5.1

Results for O=C(Cc1c(F)cccc1F)NCc1ccn[nH]1 ?
mcGAS RapidFire: -7.2

Screening data from PubChem BioAssay.
